Source: PubChem (National Center for Advancing Translational Sciences (NCATS))
MmCpn inh – Inhibitors of TCP-1 ring complex (TRiC) of Methanococcus maripaludis (MmCpn): qHTS. Chaperonin Mm-Cpn (Methanococcus maripaludis). purified Mm-Cpn ATPase, ADP Transcreener TR-FRET. Potency, µM (titrated, usually from 76.9 µM), for the others: top-dose activity, negative = inhibition, usual class: inhibitors. 0.031% of 330,000 active. AID 504842, 2011; further: potency means the concentration at half of the fitted maximal effect; on the % scale 0 is the no-effect control and ±100 the full control effect; nearly all actives have a fitted effect of over 80% in size
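ATPase turnover read by TR-FRET ADP competition (Eu cryptate antibody/ADP-d2, 665/590 nm): 10uM ATP final, 25nM Mm-CPN final, 30 min 37degC after 10-min compound preincubation, pH 7.4 Tris/KCl/MgCl2/DTT buffer.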
Akt phos inh – HTS Assay for Inhibitors of Akt Phophorylation: Primary Screen; Neuro2A IGF-stimulated pAkt S473 HTRF, 20 min; hits give low values; activity change, % for hits at 50 µM; 0.32% of 360,000 active; in the data active means activity change below about -80%; inconclusive means mostly about -51% to -80%; further: on the % scale 0 is the no-effect control and ±100 the full control effect
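Neuro2A cells in DMEM with 0.5% FBS, overnight at 37 deg C, given compound at single 50 µM final, then IGF (6 nM final) for 20 min at 37 deg C. Lysed; phospho-Akt Ser473 by HTRF after 24 h, 665/615 ratio.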
aSyn yeast inh – qHTS of alpha-syn Inhibitors; Yeast expressing alpha-synuclein, growth rescue, BacTiter-Glo, 24 h; AID 652106, 2013; 0.14% of 370,000 active; Potency, µM (doses to about 46.1 µM), for inactives: at the top dose growth rescue (activation), most hits filed as activators; further: potency means the concentration at half of the fitted maximal effect; % of control where 0% means no effect; nearly all actives have a fitted effect of over 65% in size
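Rescue of yeast growth: cells expressing toxic alpha-synuclein, induced in galactose at OD600 0.02, incubated with compound 24 h at 30 C. ATP luminescence quantified growth; inhibitors of toxicity appear as activators.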
GLP-1R inv ag – qHTS of GLP-1 Receptor Inverse Agonists (Inhibition Mode). Potency, µM (titrated, usually from 38.3 µM), for inactives: at the highest dose activity change, negative = inhibition, hits mostly inhibitors. 1.6% of 410,000 active. HEK293 GLP-1R CRE-luciferase, luminescence, 24 h; GLP-1R form is constitutively active; further: potency means the concentration at half of the fitted maximal effect; on the % scale 0 is the no-effect control and ±100 the full control effect; nearly all actives have a fitted effect of over 55% in size
Target sequence (P43220 whole entry, looked up): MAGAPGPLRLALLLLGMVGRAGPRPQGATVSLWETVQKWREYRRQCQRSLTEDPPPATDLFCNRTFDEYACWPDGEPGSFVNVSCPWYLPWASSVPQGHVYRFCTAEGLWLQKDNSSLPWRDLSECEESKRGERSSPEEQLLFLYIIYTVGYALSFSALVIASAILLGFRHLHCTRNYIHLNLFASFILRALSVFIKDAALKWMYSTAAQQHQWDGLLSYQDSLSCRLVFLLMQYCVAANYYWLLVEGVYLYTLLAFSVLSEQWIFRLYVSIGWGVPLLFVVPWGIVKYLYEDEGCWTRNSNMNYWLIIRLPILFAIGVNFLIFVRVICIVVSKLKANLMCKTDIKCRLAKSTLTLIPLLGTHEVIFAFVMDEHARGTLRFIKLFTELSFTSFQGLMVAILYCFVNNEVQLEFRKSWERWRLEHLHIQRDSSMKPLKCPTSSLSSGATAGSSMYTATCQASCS
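Inverse agonists were sought by their lowering of basal cAMP reporter luciferase output in HEK293 cells stably carrying constitutively active human GLP-1R, after 24 h compound treatment.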
GLP1R cytotox – qHTS of GLP-1 Receptor Inverse Agonists: Cytotox Screen | HEK293 cAMP-luciferase reporter cells, luminescence, 24 h | Potency, µM (highest dose often 38.3 µM), for the others: at the highest dose activity change, negative = inhibition, usual class: inhibitors | 0.13% of 410,000 active | AID 624418, 2012;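 further: loss of luciferase light is scored as toxicity; potency means the concentration at half of the fitted maximal effect; on the % scale 0 is the no-effect control and ±100 the full control effect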
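Quantitative HTS format, 1536 wells, 200 cells/uL seeded. Compounds: 23 nL, 24 h, 37 °C. Detection: luciferase reagent, luminescence at 12 min RT; decreased signal taken as cytotoxic.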
Abeta yeast res – qHTS for compounds that reverse cellular toxicity of Amyloid beta (A-beta) peptide in yeast: Primary Screen. yeast expressing A-beta42, growth rescue, OD600, 48 h; response scale: 0% DMSO, 100% iron-clioquinol control. Potency, µM (highest dose often 46.1 µM), for inactives: top-dose growth rescue, most hits filed as activators. 0.063% of 410,000 active. AID 1347071, 2019; further: potency means the concentration at half of the fitted maximal effect; nearly all actives have a fitted effect of over 55% in size
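Growth rescue measured by 600 nm absorbance after 48 h yeast culture at 30 C with compound. Values normalized between DMSO and an equimolar ferric chloride plus clioquinol control.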
PTHR1 agonist – qHTS for PTHR1 Agonists: Primary Screen; HEK293 GP2 PTHR1 cells, GloSensor cAMP luminescence, 1 h; Parathyroid hormone/parathyroid hormone-related peptide receptor (Homo sapiens), Q03431; 0.075% of 410,000 active; Potency, µM (doses to about 115 µM), without a hit: at the highest dose activation, actives largely listed as activators; further: potency means the concentration at half of the fitted maximal effect; nearly all actives have a fitted effect of over 55% in size; some results filed as inactive show a strong effect at the top dose; inactives centre near -15; many of its hits are not listed in these tables
Target sequence (Q03431 whole entry, looked up): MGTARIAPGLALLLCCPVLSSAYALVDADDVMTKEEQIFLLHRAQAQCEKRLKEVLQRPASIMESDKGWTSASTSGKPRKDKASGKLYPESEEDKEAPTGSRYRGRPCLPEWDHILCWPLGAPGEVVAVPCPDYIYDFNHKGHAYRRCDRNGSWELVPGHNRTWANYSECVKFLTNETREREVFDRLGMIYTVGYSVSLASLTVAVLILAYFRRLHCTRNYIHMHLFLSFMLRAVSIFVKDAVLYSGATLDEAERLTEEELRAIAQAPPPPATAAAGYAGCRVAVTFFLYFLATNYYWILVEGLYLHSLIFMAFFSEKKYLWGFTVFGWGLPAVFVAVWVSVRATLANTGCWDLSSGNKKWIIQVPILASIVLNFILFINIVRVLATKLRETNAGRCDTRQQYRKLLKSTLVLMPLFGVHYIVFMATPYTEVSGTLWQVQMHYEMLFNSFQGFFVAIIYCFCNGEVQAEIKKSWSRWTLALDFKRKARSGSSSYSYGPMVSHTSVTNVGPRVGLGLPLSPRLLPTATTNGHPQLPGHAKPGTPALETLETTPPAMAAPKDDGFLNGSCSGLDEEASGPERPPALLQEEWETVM
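HEK-293-derived GP2 cells expressing PTHR1 and a GloSensor cAMP reporter, 3,000/well, plated overnight, given luciferin plus IBMX (each 0.5 mM as added) for 1 h at 37 °C, then compound for 1 h at 37 °C. Luminescence was read after 15 min at room temperature.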
TDP-43 yeast inh – qHTS of TDP-43 Inhibitors | Potency, µM (top dose mostly 46.1 µM), without a hit: at the top dose growth rescue (activation), usual class: activators | 1.8% of 410,000 active | TDP-43 expressing yeast growth rescue, BacTiter-Glo, 24 h | AID 652104, 2013; further: potency means the concentration at half of the fitted maximal effect; % of control where 0% means no effect; nearly all actives have a fitted effect of over 50% in size
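Galactose-induced TDP-43 yeast, OD600=0.02, compound pinned; 24 hr, 30 deg C; BacTiter-Glo luminescence for growth. Inhibitors of TDP-43 toxicity read as activators.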
FUS suppressor – qHTS for Suppressors of FUS Proteinopathy: Primary screen using FUS-linked yeast assay; S. cerevisiae FUS-expressing, growth rescue, OD600, 24 h; Potency, µM (highest dose often 76.6 µM), for the others: at the highest dose growth rescue (activation), actives largely listed as activators; 0.24% of 390,000 active; AID 1347120, 2019;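 further: potency means the concentration at half of the fitted maximal effect; plate controls were DMSO vehicle for no effect and reference control for full effect; nearly all actives have a fitted effect of over 55% in size; some results filed as inactive show a strong effect at the top dose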
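Absorbance at 600 nm, taken 24hr after compound addition, measured rescue of FUS-yeast growth at 30C. Induction used 2% galactose with seeding at OD 0.005. Controls: CP55940 from 92uM final, DMSO only.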
* = called active by the depositor; i = inactive; ? = inconclusive; . = no result given; [ ] = remark or other dose. Unless noted, the call rests on the fitted dose curve; in most records, active means well fitted curve in the direction sought with a large enough effect; inconclusive means small, poorly fitted or top-dose-only effect, or another doubt; inactive means no such curve, though single readings can be large; an effect the other way counts as inactive or inconclusive. These rows are one share of the data. The share of hits here may be higher or lower than overall.

| compound | MmCpn inh | Akt phos inh | aSyn yeast inh | GLP-1R inv ag | GLP1R cytotox | Abeta yeast res | PTHR1 agonist | TDP-43 yeast inh | FUS suppressor |
| --- | --- | --- | --- | --- | --- | --- | --- | --- | --- |
| CCN(Cc1ccncc1)Cc1cn[nH]c1-c1cc(OC)c(OC)c(OC)c1 | 1% | i | -7% | 3% | -1% | -5% | -21% | . | 14% |
| O=c1cnc2cc([N+](=O)[O-])ccc2[nH]1 | -2% | i | -3% | 29% | -21% | -3% | ? | -36%[inhibitor][0.397 µM] | -1% |
| O=C(c1ccc(F)cc1)N1CCN(c2ncccn2)CC1 | -3% | i | 3% | 0% | -9% | 7% | i | 17% | 13% |
| CC(C)(Oc1ccc(Cl)cc1)C(=O)O/N=C(\N)c1ccncc1 | 0% | i | 2% | 3% | 4% | -16% | -40%[inhibitor] | 29% | -13% |
| Cn1nccc1NC(=O)Nc1cccc(Cl)c1 | -1% | i | -4% | 3% | -5% | -4% | -5% | -1%[1.82 µM] | 22% |
| c1ccc(CC2CCN(c3nnnn3-c3ccccc3)CC2)cc1 | -4% | i | 8% | ? | 15% | -27% | -18% | ? | 17% |
| CCOC(=O)CSc1nnc(CNC(=O)c2cccs2)n1CCc1ccccc1 | 1% | i | 0% | 6% | -11% | 10% | -9%[57.5 µM] | -16% | 31% |
| O=C(O)c1ccc(S(=O)(=O)c2ccc3c(c2)C(=O)N(c2ccccc2[N+](=O)[O-])C3=O)cc1 | 0% | i | -1% | 17% | 1% | -7% | i | 8% | 22% |
| CC(=O)Nc1ccc(C=NNc2nnc(NN=Cc3ccc(NC(C)=O)cc3)c3ccccc23)cc1 | . | i | -9% | 0% | 0% | -21% | -2% | -5% | . |
| CCCCC/S(CC1CC1(Cl)Cl)=N\S(=O)(=O)c1ccc(C)cc1 (stereo not drawn) | -3% | i | 2% | -9% | -1% | 11% | i | 13% | 10% |
| COc1ccc(S(=O)(=O)N2CCCC2=O)cc1N(C)S(C)(=O)=O | 3% | i | -6% | 20% | 2% | -8% | -54%[inhibitor] | -18% | -23% |
| C=C(C)c1cccc(C(C)(C)NC(=O)N2CCN(c3ncccn3)CC2)c1 | . | i | -3% | -26% | -10% | -1% | i | -18% | 29% |
| C=C1C(=O)[C@@]23[C@H](O)C[C@@H]4C(C)(C)CC[C@H](O)[C@]4(C)[C@@H]2C[C@H](O)[C@@H]1[C@H]3O | -1% | i | -1% | ? | -11% | 4% | -5% | 20% | -28% |
| CC(=O)c1c(C)[nH]c(C(=O)OCC(=O)c2c[nH]c3ccccc23)c1C | -1% | i | 1%[1.84 µM] | -30% | -28% | 6% | -28% | 2% | 30% |
| COCCCn1c(C2CCCCC2)nc2oc3cc(OC)ccc3c(=O)c2c1=O | 1% | i | 18% | 3% | -20% | 7% | -9%[57.5 µM] | -23% | 29% |
| CCOC(=O)N1CCN(CCC(=O)Nc2ccc(OC)cc2)CC1 | 1% | i | -10% | 19% | 5% | -3% | -6%[57.5 µM] | 6% | 25% |
| Cc1ccc(-n2nc(CO)c(C(=O)NCCc3ccccc3)n2)cc1 | . | . | . | 3% | 3% | 8% | i | 9% | -6% |
| O=C(CN1C(=O)c2cccnc2Oc2ccc(Cl)cc21)NCCCc1ccccc1 | 1% | i | -9% | ? | -18% | -18% | 0% | 8% | 16% |
| N/C(CSc1ccc(Cl)cc1)=N\S(=O)(=O)c1ccc(Cl)cc1 | 0% | i | ? | ? | -2% | ? | i | 28% | 5% |
| COc1ccc(Cl)cc1NC(=O)C(=O)N/N=C/c1cc(C)n(-c2ccc(C)cc2)c1C | 0% | i | 18% | ? | -28% | -6% | -12%[57.5 µM] | -11% | 19% |

Going on with the list.
| compound | MmCpn inh | Akt phos inh | aSyn yeast inh | GLP-1R inv ag | GLP1R cytotox | Abeta yeast res | PTHR1 agonist | TDP-43 yeast inh | FUS suppressor |
| --- | --- | --- | --- | --- | --- | --- | --- | --- | --- |
| COCC(=O)Nc1nc2ccc(S(C)(=O)=O)cc2s1 | 0% | i | -2% | 17% | 11% | 12% | -13%[57.5 µM] | 10% | 3% |
| Nc1cc(Cl)ccc1CN1C(=O)c2ccccc2C1=O | . | i | -19% | 3% | 5% | -21% | -28% | 19% | -15% |
| Cc1cc(C)nc(-n2ncc3c2CC(c2ccccc2)CC3=O)n1 (stereo not drawn) | 1% | i | -11% | 44%[activator] | -11% | ? | i | ? | 23% |
| CCOC(=O)c1ccc(N2C(=O)C3C(/C=C/c4ccccc4)OC4(C(=O)c5ccccc5C4=O)C3C2=O)cc1 (stereo not drawn) | 0% | i | 20% | ? | 9% | 2% | -8% | 24% | 6% |
| O=S(=O)(/C=C/c1ccccc1)NCc1ccccc1Cl | 0% | i | 12% | ? | 12% | 7% | i | 11µM* | 23% |
| COc1cc(OC)cc(-c2c(-c3ccc(F)cc3)c3cc(-c4cnc(OC)nc4)ccc3n2C)c1 | -7% | i | -10% | 19% | -5% | -11% | -18% | 9% | -4% |
| COc1ccccc1C(=O)Nc1ccnn1C1CCN(C(C)CSC)CC1 (stereo not drawn) | -3% | i | 2% | -4% | -4% | 7% | i | 17% | -2% |
| Cc1cc2oc(=O)cc(Cn3ccnc3)c2cc1Cl | 0% | i | -1% | 4% | -1% | -5% | i | -12% | 21% |
| COc1ccc(CNC(=O)Nc2cc(C)ccc2C)cc1 | -4% | i | 1% | -8% | -26% | 3% | i | 8% | -33% |
| O=C(Nc1ccc(C(=O)O)cc1)/C(=C\c1ccco1)NC(=O)c1ccccc1Cl | 1% | i | -2% | 14% | 1% | -12% | i | -12% | 6% |
| CC1CCCC(C)N1C(=O)COC(=O)c1ccc2ccccc2n1 (stereo not drawn) | -1% | i | 5% | 2% | 0% | -8% | i | 7% | . |
| CC(=O)C1=C(c2ccccc2)NC(=O)NC1c1cccs1 (stereo not drawn) | 0% | i | -3% | -12% | -7% | -8% | i | -21% | 8% |
| COc1cc(/C=N/OCC(=O)Nc2cc(C)cc(C)c2)ccc1OCc1ccc(Cl)cc1 | -3% | i | -1% | ? | 91%[activator] | 14% | -5% | ? | . |
| Cc1cc2cc(C)c(NCCNC(=O)c3cccc(F)c3)nc2cc1C | 0% | i | -11% | ? | ? | -31%[inhibitor] | 8% | 1% | -2% |
| Cc1ccc(SCCC(=O)N2CCN(S(=O)(=O)c3ccccc3)CC2)cc1 | 1% | i | -1% | ? | 2% | 0% | -27% | 28% | . |
| CC[C@@]12C(=O)N(c3cccc(Cl)c3)C(=O)N1[C@H](c1cccc(C)c1)[C@@H]1C(=O)N(Cc3ccccc3)C(=O)[C@@H]12 | 2% | i | 12% | ? | -6% | 9% | -22% | 23% | ? |
| CCOC(=O)CCc1nc2ccccc2[nH]1 | 1% | i | 0% | 17% | -6% | 21% | i | -2% | -5% |
| O=C1NC(C2CC3C=CC2C3)Nc2ccccc21 (stereo not drawn) | . | i | ? | 0% | 3% | 5% | -7% | 21% | -11% |
| Cc1ccc(S(=O)(=O)N2CCN(C(=O)COC(=O)c3oc4ccccc4c3C)CC2)cc1 | 2% | i | 6% | 20% | -5% | 7% | -16% | -27% | -10% |
| O=C(COC(=O)CCc1ccccc1)Nc1cc(S(=O)(=O)N2CCOCC2)ccc1N1CCCC1 | -3% | i | 2% | 0% | -3% | 1% | -2% | -4% | 8% |
| CC(=O)c1ccc(N2CCN(CC(O)COC(c3ccccc3)c3ccccc3)CC2)cc1 (stereo not drawn) | 0% | i | -1% | ? | -21% | -16% | -54%[inhibitor] | -4% | 23% |

Pulled one by one from the list above, four records:
| compound | MmCpn inh | Akt phos inh | aSyn yeast inh | GLP-1R inv ag | GLP1R cytotox | Abeta yeast res | PTHR1 agonist | TDP-43 yeast inh | FUS suppressor |
| --- | --- | --- | --- | --- | --- | --- | --- | --- | --- |
| Cc1cc2oc(=O)cc(Cn3ccnc3)c2cc1Cl | 0% | i | -1% | 4% | -1% | -5% | i | -12% | 21% |
| CCOC(=O)CCc1nc2ccccc2[nH]1 | 1% | i | 0% | 17% | -6% | 21% | i | -2% | -5% |
| COCC(=O)Nc1nc2ccc(S(C)(=O)=O)cc2s1 | 0% | i | -2% | 17% | 11% | 12% | -13%[57.5 µM] | 10% | 3% |
| Nc1cc(Cl)ccc1CN1C(=O)c2ccccc2C1=O | . | i | -19% | 3% | 5% | -21% | -28% | 19% | -15% |
